E coli growth = reduces bacterial viability in AddAB counter-screen; E. coli V3065 growth, OD600 absorbance, 18 h; inhibition, % at 11.9 µM; 330,000 tested, 0.27% active;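 active = inhibition above the campaign's mean inhibition across all tested compounds plus 3 SD, cut at about 9.9% in these data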;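 also: uninfected addAB+ strain grown without phage in ampicillin broth; 0% = DMSO wells and 100% = ciprofloxacin 0.95 µg/ml wells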
Mot1-301 SUMO = blocks SUMOylation pathway, rescuing yeast Mot1-301 growth | S. cerevisiae Mot1-301 growth rescue, ATP luminescence, 38.5C; percent above DMSO median, 100 means doubled | 320,000 tested, 1% active | growth rescue, % at 18.8 µM;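 active = every valid replicate shows activation above 250% relative to neutral control wells; inactive = the rest, any valid replicate at or below 250%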;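 also: OY570 slx delta 5 strain wells were the positive control but not used for scaling; some compounds called inactive have numbers as strong as hits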
MOR-DOR inv ag = inverse agonists of human mu-delta opioid receptor heterodimerization. cell-based MOR-DOR heterodimer luminescence, inverse agonism. 340,000 tested, 0.21% active. P35372+P41143. inhibition, % at 9.3 µM; in the data active = inhibition above about 22%, passing the limit was not always enough;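 also: 0% = cells with DMSO and 100% = wells without cells with DMSO; values of inactives mirror those of a sister screen read the other way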
phage Ecoli inh = E. coli growth loss with phage present. growth absorbance. inhibition, % at 11.9 µM. 360,000 tested, 0.26% active; in the data active = inhibition above about 11%
OPRM1-OPRD1 ag = agonists of human mu-delta opioid receptor heterodimerization; 340,000 tested, 0.3% active; activation, % at 9.3 µM; AID 504326; P35372+P41143; cells, OPRM1-OPRD1 heterodimerization, luminescence; in the data active = activation above about 18%;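 also: 0% = vehicle-treated cells and 100% = reference agonist; values of inactives mirror those of a sister screen read the other way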
PKA-R1A act = PKA-R1A complex activation | PKA-R1A dissociation, Cy5-IP20 fluorescence polarization; scaled: DMSO 0%, 113 µM cGMP 100% | 340,000 tested, 0.083% active | activation, % at 11.4 µM;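 active = percent activation above the mean of all tested compounds plus 3 SD, cut at about 19% in these data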;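 also: higher means more PKAc released from R1A so a rise in polarization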
HTR5A ag = activates human HTR5A in OPRM1-OPRD1 agonist counter-screen. P47898. HTR5A agonist assay, luminescence, cell-based. activation, % at 9.3 µM. 340,000 tested, 0.61% active; in the data active = activation mostly above about 9.5%, no sharp cut-off; inactive = mostly below about 7.6%;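 also: 0% = cells with vehicle only and 100% = reference agonist; strong numbers were not always called active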
DSG3 Ab inh = blocks pemphigus antibody binding to human desmoglein-3; binding (percent of control), % at 10 µM; DSG3-coupled beads, scFv-anti-DSG3-GFP binding, flow cytometry; stronger effect = lower value; 310,000 tested, 0.48% active;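 active = binding more than 3 SD below its plate's average and above zero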;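 also: hits lower antibody fragment binding to DSG3; some compounds called inactive have numbers as strong as hits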
Target sequence (P32926 whole entry, looked up, the tested form may be a part): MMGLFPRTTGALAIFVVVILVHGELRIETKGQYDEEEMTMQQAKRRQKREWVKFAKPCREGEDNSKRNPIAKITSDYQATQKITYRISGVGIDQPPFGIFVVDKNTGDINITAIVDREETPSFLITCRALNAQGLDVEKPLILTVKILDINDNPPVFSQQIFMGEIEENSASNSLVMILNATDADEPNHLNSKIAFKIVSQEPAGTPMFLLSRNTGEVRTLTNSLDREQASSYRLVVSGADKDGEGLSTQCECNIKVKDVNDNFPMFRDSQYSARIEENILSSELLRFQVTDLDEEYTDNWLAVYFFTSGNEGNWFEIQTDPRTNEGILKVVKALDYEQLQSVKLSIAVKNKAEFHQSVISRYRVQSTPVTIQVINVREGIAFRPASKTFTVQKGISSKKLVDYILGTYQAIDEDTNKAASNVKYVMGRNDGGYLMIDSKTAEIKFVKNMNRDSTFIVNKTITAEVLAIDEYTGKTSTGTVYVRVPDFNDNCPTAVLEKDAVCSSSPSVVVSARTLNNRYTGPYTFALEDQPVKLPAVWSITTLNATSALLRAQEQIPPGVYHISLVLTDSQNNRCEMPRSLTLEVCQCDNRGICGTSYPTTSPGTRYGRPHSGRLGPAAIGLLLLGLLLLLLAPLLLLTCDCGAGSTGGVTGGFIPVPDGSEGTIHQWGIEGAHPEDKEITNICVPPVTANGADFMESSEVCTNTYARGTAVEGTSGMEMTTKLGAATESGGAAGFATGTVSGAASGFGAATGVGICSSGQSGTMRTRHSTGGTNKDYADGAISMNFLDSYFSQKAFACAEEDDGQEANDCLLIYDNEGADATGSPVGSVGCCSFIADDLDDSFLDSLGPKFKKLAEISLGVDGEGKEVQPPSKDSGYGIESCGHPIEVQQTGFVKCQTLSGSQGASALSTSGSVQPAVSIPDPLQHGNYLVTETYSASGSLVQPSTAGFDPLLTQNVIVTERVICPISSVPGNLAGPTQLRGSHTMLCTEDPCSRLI
HTR5A inv ctr = counter-screen for OPRM1-OPRD1 inverse agonists: human HTR5A inverse agonism | HTR5A cell line, luminescence | inhibition, % at 9.3 µM | 340,000 tested, 0.083% active; in the data active = inhibition mostly above about 23%, no sharp cut-off; inactive = mostly below about 18%;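 also: 0% = cells with DMSO and 100% = no-cell wells with DMSO; some compounds called inactive have numbers as strong as hits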
AddAB inh = less growth of phage-infected E. coli with AddAB; E. coli expressing H. pylori AddAB, absorbance growth; 330,000 tested, 0.29% active; inhibition, % at 11.9 µM; in the data active = inhibition above about 12%;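 also: 0% = vehicle wells of infected cells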
PfHsp90 set2 = reduces growth (ATP signal) of yeast expressing P. falciparum Hsp90; S. cerevisiae expressing PfHsp90, BacTiter-Glo ATP, 48 h; yeast lacking PDR1 and PDR3 efflux regulators; AID 504621; inhibition, % at 9.4 µM; 310,000 tested, 0.32% active;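 active = every replicate shows inhibition above about 80%, whatever the replicate mean, limit read from the data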;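 also: 0% = DMSO neutral controls and 100% = 20 µM radicicol positive controls; yeast relying on Plasmodium falciparum Hsp90 in place of its own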
Active calls of the source: *; nt = not tested or not shown.

compound	E coli growth	Mot1-301 SUMO	MOR-DOR inv ag	phage Ecoli inh	OPRM1-OPRD1 ag	PKA-R1A act	HTR5A ag	DSG3 Ab inh	HTR5A inv ctr	AddAB inh	PfHsp90 set2
CN(CC(=O)N1CCc2ccccc21)S(=O)(=O)c1cccc2cccnc12	0.8	-14	6	3.2	-1.2	1	-1	107	3	3.3	26
CCSc1nc2sc3c(c2c(=O)n1-c1ccccc1)CCN(C(C)C)C3	nt	-20	12	-0.1	-2.6	-12	-5	89	17	nt	-4
COC(=O)N/N=C1\CCCc2c(C)cc(C)cc21	-1.1	12	16	2.9	-3.0	6	-1	101	9	4.1	1
O=C(OCC(=O)N1CCCCCC1)c1cccs1	3.0	-5	6	1.6	-1.0	5	-3	103	11	2.4	16
O=C(COC(=O)CCC(=O)Nc1nccs1)NCc1ccco1	-2.7	17	9	1.2	-1.8	3	2	nt	-6	-0.7	-1
COc1ccc(-n2c(=O)c3ccccc3n(CC(=O)Nc3ccccc3OC)c2=O)cc1	-2.0	-2	14	2.9	-2.5	-3	-1	96	-12	-1.1	1
COc1ccc(F)c(C2C(C#N)=C(N)Oc3n[nH]c(C(C)(C)C)c32)c1 (configuration not stated)	1.3	-1	11	0.6	-2.0	-11	-3	107	7	0.4	nt
COc1cccc(/C=C/C(=O)OCC(=O)c2ccccc2)c1OC	0.2	1	9	0.6	-2.3	4	0	100	1	-0.5	nt
CC1(C)Oc2ccc3ccc(=O)oc3c2CC1O (configuration not stated)	-1.3	-22	5	-1.5	-1.0	1	2	100	-20	0.8	-24
COc1ccc(C2CC(c3cccs3)=NN2C(=O)CSc2nncn2C)cc1OC (configuration not stated)	0.9	-12	14	2.9	-2.8	-4	0	99	-15	2.5	-11
Cc1[nH]c(=O)[nH]c(=O)c1/C=N/NC(=O)[C@H](CC(C)C)NC(=O)OC(C)(C)C	0.6	7	11	2.4	-1.9	-7	0	106	-22	2.2	5
COCCn1c(Cc2cccn2C)nnc1SCC(=O)Nc1nccs1	-0.6	3	10	3.6	-1.9	-13	5	81	-16	-2.3	-4
CN1C(=O)C(=C2CCCCCC2)SC1=S	0.8	64	-47	0.9	7.9	-1	-5	100	2	3.0	2
Cc1onc(-c2c(F)cccc2Cl)c1C(=O)OCC(=O)NC(=O)NCC(C)C	-0.8	4	-23	2.6	4.7	-9	0	96	16	0.4	-23
CCCn1c(C(O)c2ccc3c(c2)OCO3)nc2ccccc21 (configuration not stated)	-4.4	43	-1	-0.3	0.2	8	2	103	14	0.5	21
Cc1ccc(C)c(C(=O)C(C)OC(=O)c2cccn2C)c1 (configuration not stated)	-2.0	1	-8	3.0	2.0	5	-2	nt	4	0.8	-8
COc1cc(OC)cc(-c2cc(N)n(S(=O)(=O)Cc3ccccc3)n2)c1	-0.6	-9	7	2.4	-1.1	5	-2	101	6	-1.2	2
O=C(CSc1ncnc2ccccc12)Nc1cccc(S(=O)(=O)N2CCCC2)c1	-1.9	-19	nt	4.6	nt	nt	nt	nt	nt	-0.7	6
CC(Oc1ccc(Cl)cc1Cl)c1nc(-c2ccc(NC(=O)c3ccco3)cc2)no1 (configuration not stated)	-1.2	-16	-5	3.1	1.2	-9	5	103	-14	0.6	-30
CCOc1ccc(NC(=O)CN(C)S(=O)(=O)c2ccc3c(c2)CCC(=O)N3)cc1	2.2	244	1	2.7	-0.2	-17	-1	85	-3	1.4	-35

Carrying on:
compound	E coli growth	Mot1-301 SUMO	MOR-DOR inv ag	phage Ecoli inh	OPRM1-OPRD1 ag	PKA-R1A act	HTR5A ag	DSG3 Ab inh	HTR5A inv ctr	AddAB inh	PfHsp90 set2
COc1ccc(NC(=O)C2CCN(S(=O)(=O)c3c(C)noc3/C=C/N(C)C)CC2)cc1	-0.3	-1	17	-1.7	-3.3	-3	-3	106	-24	4.2	-7
Fc1ccc(-c2cc(C(F)(F)F)nc(-n3cncn3)n2)cc1	0.0	37	10	2.8	-1.7	-8	-3	98	-20	0.2	nt
CCN(CC)S(=O)(=O)c1cc(C(=O)O)c(Cl)cc1Cl	-0.3	-15	13	-0.1	-2.4	-7	3	nt	-6	1.7	4
O=C(/C=C/c1cccc(F)c1)N1CCc2ccccc21	3.0	-5	0	3.5	-0.1	-4	6	18*	-11	-0.4	10
CCOc1ccc(NC(=O)CSc2nc(C)c3c(c2C#N)CCCC3)cc1	1.6	2	11	2.3	-2.1	-12	-5	nt	12	3.9	-2
Cc1ccc(S(=O)(=O)Oc2ccccc2/C=N/NC(N)=S)cc1	0.2	-11	20	0.8	-3.3	-11	6	104	2	2.6	-11
Cn1c(=O)n(C)c2cc([N+](=O)[O-])c(N3CCN(S(=O)(=O)c4ccc(C(C)(C)C)cc4)CC3)cc21	0.2	14	-6	-0.1	1.0	-1	-2	120	-4	-1.1	-2
CCn1ccnc1CN(C)C(=O)c1ccc2nc(Cc3ccc(OC)cc3)oc2c1	-0.6	-7	-5	3.5	1.1	1	6	nt	4	-0.3	20
CC(OC(=O)CCCN=C1NS(=O)(=O)c2ccccc21)C(=O)Nc1ccc(F)c(F)c1F (configuration not stated)	3.3	17	-1	3.7	0.2	-8	1	100	-5	3.3	7
Cc1c(N2C(=O)CS/C2=N\N=C\c2ccc(Br)cc2)c(=O)n(-c2ccccc2)n1C	5.0	-5	15	2.0	-2.7	8	-4	102	-1	-0.8	26
NC(=O)C(c1ccc(Cl)cc1)c1ccc(Sc2ccc(Cl)cc2)nn1 (configuration not stated)	-1.4	17	-18	5.5	3.4	-12	0	104	-1	3.2	1
Cc1cccc(Oc2ccc3c(c2)cc(C(=O)O)n3C)c1	-0.9	0	10	3.1	-2.2	-2	-3	93	10	3.2	-15
Cc1cccc(C)c1-n1c(C)nn(CC#N)c1=O	-2.6	30	-1	1.5	0.1	-5	1	nt	-2	-0.2	8
Cc1onc(-c2ccccc2)c1C(=O)NC(=S)Nc1sc2c(c1C#N)CCC(C)C2 (configuration not stated)	-2.2	-15	9	4.7	-1.9	-8	-1	98	-6	-1.1	-19
O=c1[nH]c2ccccc2n1CCCN1CCCCC1	0.5	4	6	4.9	-1.0	-11	1	105	-4	2.9	-10
CCCN(CCC)CC(O)Cn1cc(/C=C/C(=O)c2ccccc2)c2ccccc21 (configuration not stated)	nt	nt	-31	2.3	6.2	1	4	nt	3	nt	-39
Cc1ccc(-n2nc3ccc(NC(=S)NC(=O)/C=C/c4ccco4)cc3n2)cc1	1.0	-3	0	1.3	0.1	-4	2	nt	-2	1.4	-23
COc1cc(/C=N/NC(=O)Cn2nc([N+](=O)[O-])cc2C)cc(Br)c1OCc1ccccc1	1.9	-22	11	0.2	-1.8	2	4	nt	11	2.5	1
CCN(CC)C(=O)Cn1c(=O)n(CC(=O)N2CCCCC2)c(=O)c2sccc21	1.2	-16	12	0.1	-2.2	3	1	nt	-17	2.9	2
CC(C)OCCCNc1ncc2c(n1)CC(c1ccccc1)CC2=O (configuration not stated)	0.4	18	-7	3.1	0.9	-3	2	108	11	-0.2	-10

Following part.
compound	E coli growth	Mot1-301 SUMO	MOR-DOR inv ag	phage Ecoli inh	OPRM1-OPRD1 ag	PKA-R1A act	HTR5A ag	DSG3 Ab inh	HTR5A inv ctr	AddAB inh	PfHsp90 set2
COc1ccc(CC(=O)NCc2nnc(SCc3ccc(C)cc3)n2C)cc1	-1.7	-19	10	3.9	-1.5	-2	6	91	-16	2.0	14
Cc1ccc(C(=O)OCC(=O)NC2CCCCCC2)c(C)c1	nt	nt	2	-1.3	-0.3	-12	-5	91	-8	nt	-1
O=c1[nH]c(SCc2cccc(Cl)c2)nc2[nH]ncc12	0.6	-4	17	5.2	-3.4	-4	-2	97	5	0.3	1
COc1cc([N+](=O)[O-])ccc1NC(=O)Nc1cccnc1	-0.1	-1	-6	-0.1	1.1	1	-4	107	10	2.0	6
CC(Cl)C(=O)Nc1cc(C(F)(F)F)ccc1N1CCOCC1 (configuration not stated)	-0.8	-14	-4	2.6	0.7	-6	2	112	-4	-0.8	nt
COc1ccc(CC(C(=O)Nc2ccc(OC)cc2)c2nn[nH]n2)cc1 (configuration not stated)	1.0	6	21	2.0	-4.0	-6	2	108	-4	0.3	5
Cc1c(C(=O)Nc2ccc(Cl)cc2)c2ccccn2c1C(=O)c1ccc(F)cc1	-0.8	20	1	1.5	-0.2	15	2	nt	-5	3.3	nt
CCN(CC)C(=O)c1cc(Cl)ccn1	-1.5	13	11	2.6	-2.4	-1	0	nt	0	0.9	-3
Cc1oc(-c2ccc3c(c2)OCCO3)cc1C(=O)NC(Cc1ccccc1)C(=O)O (configuration not stated)	0.8	-23	13	1.3	-2.8	6	-1	114	2	-2.0	-13
NC1=NC(=O)S/C1=C\c1ccc(O)cc1	1.5	-3	16	-0.5	-3.1	0	7	96	11	3.1	9
Cc1ccc(NC(=O)ON=C2CCCC2)cc1	0.0	5	-10	3.8	1.5	-8	2	97	0	0.6	-7
CCn1c(CC(=O)Nc2ccc(C)cc2)nnc1SCC(=O)NCCc1ccccc1	0.4	4	0	1.6	-0.1	0	0	nt	-13	1.4	-10
CC(C)(C)c1ccc(CN(Cc2ccco2)Cc2nnnn2C2CCCC2)cc1	0.4	28	-12	2.9	1.9	-7	-2	97	13	0.7	4
CCc1cc(C(=O)NN2C(=O)NC3(CCCCC3)C2=O)sc1C	-0.7	-6	6	1.6	-1.5	-11	-3	nt	0	0.9	-15
Cc1noc(C)c1S(=O)(=O)N1CCN(c2ccccc2Cl)CC1	nt	nt	8	1.5	-1.2	7	3	96	-1	nt	6
O=C(Nc1ccnn1C1CCN(C(=O)c2ccc(F)c(Cl)c2)CC1)C1CC1	0.0	1	-5	0.9	1.0	-11	4	104	-2	3.8	2
COc1cccc(NS(=O)(=O)NC(=O)c2cn(C)c3ccccc23)c1	0.2	-6	6	2.9	-1.1	1	5	108	2	1.2	11
O=C(O)c1cnc2ccccc2n1	0.2	-8	5	0.5	-0.9	-1	-3	nt	-5	2.0	40
CCOC(=O)c1ccccc1NC(=O)CSC(C)C(=O)Nc1cc(C)on1 (configuration not stated)	0.2	2	19	1.4	-3.7	12	-4	101	9	1.9	nt
c1ccc(CSc2ncnc3c2oc2ccccc23)cc1	-0.3	-19	-34	3.4	6.8	-10	3	123	25	0.8	-6
Cc1c(C(=O)OCC(=O)Nc2ccccc2OC(F)F)cccc1[N+](=O)[O-]	4.0	-9	-7	3.9	0.9	-7	8	98	-22	1.0	27
Cc1ccc(NC(=S)Nc2cccc3ccccc23)cc1F	-0.9	-8	-15	2.1	4.6	10	0	110	-2	-3.6	-16
CCOP(=O)(OCC)/C(=N/OC(=O)c1cccc([N+](=O)[O-])c1)C(N)=O	2.7	-8	8	1.3	-1.6	-4	-3	nt	7	0.1	6

3 compounds out of the list above, ordered by their value in PKA-R1A act, highest first.
Compound	Mot1-301 SUMO	MOR-DOR inv ag	phage Ecoli inh	OPRM1-OPRD1 ag	PKA-R1A act	DSG3 Ab inh	AddAB inh	PfHsp90 set2
CCCN(CCC)CC(O)Cn1cc(/C=C/C(=O)c2ccccc2)c2ccccc21 (configuration not stated)	nt	-31	2.3	6.2	1	nt	nt	-39
O=C(O)c1cnc2ccccc2n1	-8	5	0.5	-0.9	-1	nt	2.0	40
COc1ccc(CC(C(=O)Nc2ccc(OC)cc2)c2nn[nH]n2)cc1 (configuration not stated)	6	21	2.0	-4.0	-6	108	0.3	5

Compound activity: PubChem BioAssay, several laboratories
